Screening results: PubChem BioAssay, several laboratories
MRP1 act: H69AR viability gain despite doxorubicin, primary screen, MRP-1 activator project, H69AR cells, CellTiter-Glo | viability rescue | viability increase, % at 10 µM | hit rate 0.61% among 140,000 | AID 799, 2007;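 active means viability gain under doxorubicin at or above a set limit, the compound median plus 3 SD, cut at about 4.7% in these data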;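 further: MRP-1 overexpressing cells given doxorubicin 25 µM after compound pretreatment; 18-22 h compound pretreatment then 72 h with doxorubicin before readout; 0% = doxorubicin-only wells and 100% = vehicle-treated cells without doxorubicin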
NPY Y2 blocker: NPY-Y2 receptor antagonists, primary screen, cell-based; inhibition, % at 2.7 µM; hit rate 0.99% among 140,000; NPY-Y2 expressing cells, antagonist mode; Neuropeptide Y receptor type 2 (Homo sapiens), P49146; in the data active means inhibition above about 17%;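 further: 0% = vehicle with agonist challenge and 100% = reference antagonist with challenge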
Target sequence (P49146 whole entry, looked up): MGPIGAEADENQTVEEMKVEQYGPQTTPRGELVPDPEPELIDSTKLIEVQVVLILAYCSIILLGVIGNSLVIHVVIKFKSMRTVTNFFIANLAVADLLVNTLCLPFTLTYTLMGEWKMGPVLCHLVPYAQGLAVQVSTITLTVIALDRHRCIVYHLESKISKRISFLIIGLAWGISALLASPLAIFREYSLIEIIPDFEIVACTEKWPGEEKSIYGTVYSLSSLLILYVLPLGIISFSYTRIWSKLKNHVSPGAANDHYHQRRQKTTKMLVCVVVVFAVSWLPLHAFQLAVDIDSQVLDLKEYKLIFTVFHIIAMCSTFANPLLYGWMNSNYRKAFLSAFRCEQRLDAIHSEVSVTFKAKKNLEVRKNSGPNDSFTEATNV
Yeast lifespan up: compounds extending yeast replicative lifespan, primary screen, S. cerevisiae, OD615; S. cerevisiae growth with nicotinamide; deaD strain in restrictive glucose medium; inhibition of the nicotinamide effect, % at 10 µM; hit rate 0.68% among 130,000; AID 775, 2007;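 active means inhibition above a set limit, placed 3 SD over the median of all compounds, cut at about 26% in these data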;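 further: 0% = nicotinamide-treated wells and 100% = cells grown without nicotinamide; some compounds called inactive have numbers as strong as hits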
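System: DeaD-strain S. cerevisiae / Buffer or medium: CSMM-D, restrictive glucose (dextrose) synthetic minimal medium / Probe or stimulus: nicotinamide, 1.5 mM, co-present with compound / Compound: one concentration, 10 µM, DMSO 0.25% / Incubation: 48 h compound exposure at 30 °C, humidified / Technique: optical density (absorbance) at 615 nm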
E-sel TNF inh: E-selectin induction blockers in HUVEC – imaging, immunofluorescence, high content, primary screen; hit rate 0.71% among 120,000; HUVEC TNFa-induced E-selectin immunofluorescence; AID 1246, 2008; inhibition, % at 2 µM;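 active means inhibition above the batch mean plus 3 SD, and confirmed as a hit on visual image review, cut at about 43% in these data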;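 further: 0% = TNF-stimulated DMSO wells and 100% = unstimulated control wells; not every result past the cut was called active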
BB579 growth dn: growth inhibitors of yeast BB579 in restrictive medium, primary screen, yeast lifespan-shortening project, S. cerevisiae; OD615, 48 h; inhibition, % at 10 µM; hit rate 0.51% among 140,000; AID 804, 2007;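 active means inhibition above a set limit, 3 SD over the mean compound inhibition, cut at about 44% in these data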; further: inactives centre near -24
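Assay system: S. cerevisiae DeaD strain BB579 yeast. Medium: CSMM-D restrictive synthetic medium containing dextrose (glucose). Times: 4 h cell preincubation, 48 h compound exposure, 30 °C humidified. Signal: OD615 turbidity measurement. Benchmarks: positive control amphotericin B 10 µg/mL.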
bCat KO growth: primary screen for growth suppressors in beta-catenin knockout HCT116 cells (colon tumor, human). HCT116 beta-catenin knockout viability, CellTiter-Glo, 60 h; active compounds read low. viability, % at 10 µM. hit rate 1.5% among 140,000. AID 818, 2007;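 active means viability at or under a set limit, the compound median less 4 SD, cut at about 6% in these data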;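 further: 0% = Hyamine 1622 control at 20 µM and 100% = untreated cell control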
GALR2 antag: GALR2 antagonists in receptor-expressing cells, primary screen. Galanin receptor type 2 (Homo sapiens), O43603. hit rate 0.39% among 140,000. inhibition, % at 4 µM. antagonist mode; in the data active means inhibition above about 27%;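 further: cells stimulated with galanin 1-16 at roughly its EC80; 0% = agonist challenge control and 100% = basal control without agonist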
Target sequence (O43603 whole entry, looked up): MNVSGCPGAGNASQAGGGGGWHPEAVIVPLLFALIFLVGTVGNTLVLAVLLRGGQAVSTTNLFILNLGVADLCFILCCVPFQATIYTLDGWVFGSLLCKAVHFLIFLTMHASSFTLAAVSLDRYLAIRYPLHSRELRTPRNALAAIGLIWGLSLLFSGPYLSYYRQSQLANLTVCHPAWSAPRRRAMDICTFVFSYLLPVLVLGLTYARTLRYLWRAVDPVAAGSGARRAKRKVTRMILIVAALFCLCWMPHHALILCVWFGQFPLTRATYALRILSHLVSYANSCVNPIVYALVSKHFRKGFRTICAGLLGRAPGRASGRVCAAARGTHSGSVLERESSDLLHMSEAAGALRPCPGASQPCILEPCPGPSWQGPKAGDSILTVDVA
PTEN del growth: growth suppression of PTEN-null HCT116, primary screen, cell-based, CellTiter-Glo. HCT116 PTEN-null viability, 60 h; active compounds read low. viability, % at 10 µM. hit rate 1.2% among 140,000. AID 827, 2007;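 active means viability at or below a set limit, 4 SD under the median of all tested compounds, cut at about 3.7% in these data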;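 further: PTEN knockout HCT116 line with beta catenin targeted HCT116 as companion control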
Phagocyt inh: inhibitors of macrophage phagocytosis, primary screen, imaging, J774A.1 cells, IgG beads; J774A.1 macrophage IgG-bead phagocytosis; inhibition, % at 5 µM; hit rate 0.07% among 110,000; AID 1029, 2008;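 active means inhibition above the mean of the plate negative controls plus 5 SD, cut at about 13% in these data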;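 further: phagocytic index as fraction of beads internalized from green versus red external bead signal; plate controls were DMSO negative control for no effect and cytochalasin-D positive control for full effect; some results beyond the cut were filed as inactive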
Measles CPE: compounds protecting cells from measles virus cytopathic effect, primary screen, measles RdRp inhibitor project, single point, MLSMR library, absorbance | Measles virus-infected cells, CPE protection | protection (pct of control), % at 4 µM | AID 841, 2007 | hit rate 1.5% among 140,000; in the data active means protection mostly above about 24%, no sharp cut-off; inactive means mostly below about 26%; further: some compounds called inactive have numbers as strong as hits
Starred values were filed as active, the others as inactive; . = not tested or not shown.

1: COC(=O)[C@H](Cc1ccccc1)NC(=O)[C@@]1(C)C[C@@H]1[C@@H](NC(=O)OCc1ccccc1)c1ccccc1
2: Cc1cc(NC(=O)CCC(=O)N(Cc2ccco2)C2(C(=O)NC3CCCCC3)CCN(C)CC2)no1
3: O=C(COC(=O)c1ccc2c(c1)OCO2)NCc1ccc(Cl)cc1
4: CCc1nc(SCc2ccc(F)cc2)[nH]c(=O)c1C#N
5: COc1cc([C@H]2c3[nH]c4ccccc4c3C[C@H]3C(=O)N4[C@@H](c5cc(OC)c(OC)c(OC)c5)c5[nH]c6ccccc6c5C[C@H]4C(=O)N23)cc(OC)c1OC

| assay / compound | 1 | 2 | 3 | 4 | 5 |
| --- | --- | --- | --- | --- | --- |
| Phagocyt inh | . | -1.2 | 0.0 | . | . |
| MRP1 act | -1.3 | 0.2 | -0.9 | 0.0 | -4.3 |
| BB579 growth dn | -48.9 | -72.1 | -3.7 | -46.8 | -40.5 |
| Yeast lifespan up | 7.5 | -4.9 | -10.6 | . | 1.0 |
| E-sel TNF inh | -8.5 | -13.5 | 26.0 | 3.4 | -29.5 |
| Measles CPE | 3.2 | 4.6 | 3.7 | 3.2 | 1.6 |
| NPY Y2 blocker | 0.7 | 3.5 | 10.0 | 6.0 | 0.7 |
| GALR2 antag | 11.5 | -5.8 | -2.5 | 1.3 | -4.9 |
| PTEN del growth | 92.1 | 98.0 | 86.5 | 99.2 | 1.8* |
| bCat KO growth | 91.4 | 91.8 | 90.4 | 92.3 | 3.0* |

6: CCn1c2ccccc2c2nnc(SCC(=O)N3CC(C)OC(C)C3)nc21 (centres undefined)
7: CC(=O)n1nc(-c2ccco2)nc1N
8: COC(=O)c1ccc2nc(C)c(C)nc2c1
9: O=C(O/N=C1/CCSc2ccccc21)c1ccccc1
10: Cc1c(Cl)cccc1N(CC(=O)NC1CCCCC1)S(C)(=O)=O

| assay / compound | 6 | 7 | 8 | 9 | 10 |
| --- | --- | --- | --- | --- | --- |
| Phagocyt inh | 1.6 | . | . | . | 0.0 |
| MRP1 act | -2.0 | -1.9 | -2.2 | -1.4 | -1.4 |
| BB579 growth dn | -34.8 | -72.4 | -22.1 | -7.7 | -30.3 |
| Yeast lifespan up | -3.7 | -17.5 | -18.6 | -9.1 | -0.9 |
| E-sel TNF inh | 0.1 | -6.6 | 11.0 | 19.9 | -46.4 |
| Measles CPE | 5.7 | 2.2 | 12.0 | 1.5 | 10.2 |
| NPY Y2 blocker | -2.1 | 3.8 | 2.8 | 5.8 | 3.1 |
| GALR2 antag | -6.8 | -1.9 | -8.6 | 2.5 | 4.8 |
| PTEN del growth | 88.2 | 90.8 | 94.5 | 89.8 | 85.1 |
| bCat KO growth | 84.8 | 80.0 | 98.2 | 93.7 | 90.9 |

4 of these compounds in a different format.
cpd	molecule	Phagocyt inh	MRP1 act	BB579 growth dn	Yeast lifespan up	E-sel TNF inh	Measles CPE	NPY Y2 blocker	GALR2 antag	PTEN del growth	bCat KO growth
7	CC(=O)n1nc(-c2ccco2)nc1N	.	-1.9	-72.4	-17.5	-6.6	2.2	3.8	-1.9	90.8	80.0
8	COC(=O)c1ccc2nc(C)c(C)nc2c1	.	-2.2	-22.1	-18.6	11.0	12.0	2.8	-8.6	94.5	98.2
9	O=C(O/N=C1/CCSc2ccccc21)c1ccccc1	.	-1.4	-7.7	-9.1	19.9	1.5	5.8	2.5	89.8	93.7
10	Cc1c(Cl)cccc1N(CC(=O)NC1CCCCC1)S(C)(=O)=O	0.0	-1.4	-30.3	-0.9	-46.4	10.2	3.1	4.8	85.1	90.9

The list goes on.
11: COC(=O)C1=[N+]([O-])OC(C(=O)OC)C1c1c[nH]c2ccccc12 (centres undefined)
12: CCCCC(=O)NN(C)c1nc(-c2ccccc2)nnc1C(F)(F)F
13: O=C(CNS(=O)(=O)c1cccs1)N1CCN(c2ccccn2)CC1
14: CCCn1nnc(NC(=O)COc2cc(C)ccc2C(C)C)n1
15: CCc1cc2c(SCC(=O)Nc3ncc(Cl)c(C)c3Cl)ncnc2s1

| assay / compound | 11 | 12 | 13 | 14 | 15 |
| --- | --- | --- | --- | --- | --- |
| Phagocyt inh | . | . | . | -0.6 | -10.1 |
| MRP1 act | -0.1 | -0.2 | -1.5 | -1.2 | -0.7 |
| BB579 growth dn | -30.7 | -37.6 | -37.3 | -24.8 | -31.5 |
| Yeast lifespan up | -12.4 | -8.6 | -7.2 | -17.7 | -2.7 |
| E-sel TNF inh | 7.0 | 6.2 | -3.1 | -4.7 | 17.5 |
| Measles CPE | 6.9 | 13.6 | 4.5 | 8.3 | 18.5 |
| NPY Y2 blocker | 1.6 | 4.2 | -1.4 | 3.2 | 10.3 |
| GALR2 antag | 3.2 | 9.7 | 1.4 | -11.2 | 13.6 |
| PTEN del growth | 97.9 | 89.8 | 92.2 | 91.3 | 99.9 |
| bCat KO growth | 89.8 | 90.2 | 94.1 | 100.3 | 99.7 |

16: CC(Sc1nc2ccccc2n1C)C(=O)NC(c1ccccc1)c1ccccc1 (centres undefined)
17: CS(=O)(=O)N(CC(=O)N1CCN(c2cccc(Cl)c2)CC1)c1ccccc1
18: O=C(c1ccc(C23CC4CC(CC(C4)C2)C3)o1)N1CCOCC1
19: CCc1ccccc1NC(=O)CN(C)C(=O)CN1C(=O)NC2(CCCCCC2)C1=O
20: CCOc1ccc(CNCc2cccnc2)cc1

| assay / compound | 16 | 17 | 18 | 19 | 20 |
| --- | --- | --- | --- | --- | --- |
| Phagocyt inh | . | 2.5 | -2.2 | 0.2 | . |
| MRP1 act | -3.5 | 0.1 | -2.0 | -1.0 | -2.2 |
| BB579 growth dn | -8.2 | -55.2 | -47.0 | 7.8 | 10.5 |
| Yeast lifespan up | . | -9.7 | 10.5 | -6.5 | . |
| E-sel TNF inh | -2.7 | -25.5 | -7.5 | . | -3.2 |
| Measles CPE | 0.7 | 2.2 | 8.8 | 15.8 | 25.4 |
| NPY Y2 blocker | 12.3 | 1.6 | 1.6 | 3.1 | -0.6 |
| GALR2 antag | 3.7 | 0.9 | 5.5 | -2.2 | 11.1 |
| PTEN del growth | 72.9 | 78.5 | 88.9 | 92.6 | 106.8 |
| bCat KO growth | 81.6 | 81.0 | 84.5 | 104.9 | 87.5 |

Profiles, looked up by structure:
CS(=O)(=O)N(CC(=O)N1CCN(c2cccc(Cl)c2)CC1)c1ccccc1 is listed as Phagocyt inh = 2.5; MRP1 act = 0.1; BB579 growth dn = -55.2; Yeast lifespan up = -9.7; E-sel TNF inh = -25.5; Measles CPE = 2.2; NPY Y2 blocker = 1.6; GALR2 antag = 0.9; PTEN del growth = 78.5; bCat KO growth = 81.0
O=C(c1ccc(C23CC4CC(CC(C4)C2)C3)o1)N1CCOCC1 is listed as Phagocyt inh = -2.2; MRP1 act = -2.0; BB579 growth dn = -47.0; Yeast lifespan up = 10.5; E-sel TNF inh = -7.5; Measles CPE = 8.8; NPY Y2 blocker = 1.6; GALR2 antag = 5.5; PTEN del growth = 88.9; bCat KO growth = 84.5

(listing goes on)
21: Cc1cc(C)cc(N(C(=O)Cc2cccs2)C(C(=O)NC2CCCC2)c2ccc(C)o2)c1 (centres undefined)
22: CCOC(=O)Cc1csc(SCC(=O)Nc2cccc(Cl)c2)n1
23: CCC(=O)N1CCN(c2ccc(Cl)cc2NC(=O)Cc2ccc(Cl)cc2)CC1
24: Cc1ccc(-c2ccc(C(=O)O)c(C)n2)cc1
25: Cc1ccc(Cl)c(OCC(O)CN(CCO)CCO)c1 (centres undefined)
26: Cc1cccc(OCCNc2nc3c(c(=O)n(C)c(=O)n3C)n2C)c1
27: COc1ccc(-n2nc3c(c2NC(=O)c2c(F)cccc2Cl)CS(=O)C3)cc1 (centres undefined)

| assay / compound | 21 | 22 | 23 | 24 | 25 | 26 | 27 |
| --- | --- | --- | --- | --- | --- | --- | --- |
| Phagocyt inh | -1.1 | 1.2 | -0.6 | -4.1 | -0.3 | . | 0.1 |
| MRP1 act | -1.3 | -3.2 | -1.8 | -0.8 | -0.6 | 0.6 | -2.4 |
| BB579 growth dn | 30.3 | -17.3 | -41.1 | -57.4 | -7.5 | -41.2 | -26.3 |
| Yeast lifespan up | 2.1 | -7.5 | -5.7 | -0.9 | -12.1 | -13.0 | -0.4 |
| E-sel TNF inh | -14.8 | -7.1 | -6.8 | 10.7 | . | . | -5.1 |
| Measles CPE | 12.1 | 6.2 | 18.0 | 8.3 | 17.2 | 1.0 | 14.6 |
| NPY Y2 blocker | 6.3 | 4.9 | 13.0 | 2.0 | 2.8 | 0.7 | 3.7 |
| GALR2 antag | 4.6 | 0.8 | -16.6 | -7.0 | -2.2 | -8.6 | 5.5 |
| PTEN del growth | 91.6 | 92.5 | 61.5 | 92.7 | 88.8 | 84.7 | 96.6 |
| bCat KO growth | 90.6 | 89.1 | 69.4 | 104.1 | 86.7 | 84.4 | 94.7 |
